Bioassay records as filed in PubChem.
HCV core dimer – blocks dimerization of HCV core protein | TR-FRET GST/Flag-core106 dimerization, 1536-well | inhibition, % at 5 µM | 300,000 tested, 0.33% active;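 active = inhibition above the mean of all tested compounds plus 3 SD, set per screening campaign, cut at about 45% in these data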
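System: GST/Flag-tagged HCV core106 proteins. Incubation: compound-protein-antibody incubation 4 h at 22.5 °C. Technique: HTRF with 340 nm excitation, 617/671 nm emission. Medium: KF-containing HEPES buffer, pH 7.45, DTT, CHAPS, BSA. Read-out: inhibition (%) from 671 over 617 nm ratio. Also added: Eu(K)-anti-GST 90 ng/mL plus XL665-anti-Flag 1 µg/mL.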
Efflux pump inh – inhibitors of Candida antifungal efflux pumps expressed in yeast; S. cerevisiae Candida pump triplex, Nile Red efflux; inhibition, % at 10 µM; 330,000 tested, 0.44% active;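 active = plate passing quality check with inhibition over a set limit, or well fluorescence over plate mean plus 4 SD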;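 also: Nile Red retained in pooled yeast measured as flow cytometry median fluorescence; 0% = buffer negative control and 100% = Enniatin B positive control; higher means more Nile Red kept so more efflux inhibition; some compounds called inactive have numbers as strong as hits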
TPT1 inhibitor – inhibitors of Candida albicans tRNA 2'-phosphotransferase TPT1. recombinant caTPT1, FP RNA substrate dephosphorylation. 300,000 tested, 0.81% active. inhibition, % at 5 µM;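 active = inhibition above the mean of all tested compounds plus 3 SD, set per screening campaign, cut at about 24% in these data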;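 also: plate controls were DMSO alone for no effect and ferristatin control at 100 nM for full effect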
PP5 inh – blocks human protein phosphatase 5 activity; purified PP5c, OMFP substrate fluorescence; inhibition, % at 6.7 µM; 320,000 tested, 0.18% active; AID 1987;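 active = inhibition above the campaign's mean inhibition across all tested compounds plus 3 SD, cut at about 9.5% in these data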;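 also: 0% = DMSO only and 100% = 100 µM cantharidin control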
PREPL inh – inhibits the human prolyl oligopeptidase-like enzyme; Q4J6C6; recombinant PREPL, fluorescence polarization activity-based probe; inhibition, % at 5.96 µM; 320,000 tested, 0.68% active; AID 2751; in the data active = inhibition above about 43%;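 also: 0% = enzyme with DMSO and 100% = wells lacking enzyme; many of its hits are not listed in these tables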
EBNA-1 inh – blocks EBNA-1 binding to DNA. EBNA-1 DNA binding, fluorescence polarization. inhibition, % at 14.8 µM. 300,000 tested, 0.34% active. AID 1950; in the data active = inhibition above about 28%
PP1 counter – blocks human PP1-alpha phosphatase, a PP5 counter-screen; P62136; purified PP1alpha, OMFP fluorescence; inhibition, % at 6.7 µM; 320,000 tested, 0.9% active;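 active = inhibition above the mean inhibition of all tested compounds plus 3 SD, computed separately for each screening campaign, cut at about 15% in these data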
Target sequence (P62136 whole entry, looked up): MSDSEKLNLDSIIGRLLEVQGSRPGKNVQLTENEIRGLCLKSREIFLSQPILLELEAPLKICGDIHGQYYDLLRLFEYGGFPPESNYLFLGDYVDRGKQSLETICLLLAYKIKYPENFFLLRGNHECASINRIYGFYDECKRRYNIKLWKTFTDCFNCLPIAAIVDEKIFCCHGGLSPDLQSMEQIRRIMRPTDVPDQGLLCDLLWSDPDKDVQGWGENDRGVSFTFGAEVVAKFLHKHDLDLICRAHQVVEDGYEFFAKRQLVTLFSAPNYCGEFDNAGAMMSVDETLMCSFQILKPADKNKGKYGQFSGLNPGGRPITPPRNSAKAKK
ZTA counter – blocks Epstein-Barr virus ZTA, an EBNA-1 counter-screen; P03206; ZTA-DNA binding, fluorescence polarization; inhibition, % at 11 µM; 320,000 tested, 0.15% active; in the data active = inhibition above about 33%
Target sequence (P03206 whole entry, looked up): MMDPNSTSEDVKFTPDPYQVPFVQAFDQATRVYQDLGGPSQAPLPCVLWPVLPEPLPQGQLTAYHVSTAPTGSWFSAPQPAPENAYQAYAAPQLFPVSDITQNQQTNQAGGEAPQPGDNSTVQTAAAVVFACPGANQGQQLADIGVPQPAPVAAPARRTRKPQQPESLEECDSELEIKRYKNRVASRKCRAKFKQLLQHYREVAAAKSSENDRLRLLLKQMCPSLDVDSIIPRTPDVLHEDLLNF
CTSL1 counter – cathepsin L1 inhibition, PFM18AAP counter-screen | AID 1906 | inhibition, % at 5.96 µM | 300,000 tested, 0.49% active | recombinant F. hepatica cathepsin L1, Z-Leu-Arg-MCA fluorescence;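 active = inhibition above the mean of all tested compounds plus 3 SD, set per screening campaign, cut at about 17% in these data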;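 also: 0% = plate median of test compound wells and 100% = 1 µM Z-Phe-Ala-diazomethylketone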
Numbers without * were called inactive; nt = no result given. The list is partial (hit frequency here may not be typical).

SMILES	HCV core dimer	Efflux pump inh	TPT1 inhibitor	PP5 inh	PREPL inh	EBNA-1 inh	PP1 counter	ZTA counter	CTSL1 counter
Cc1cc(=O)c2ccc3ccccc3c2[nH]1	1	0.0	-3	-0.7	6	13	-4	0	0
O=C(Nc1nc(-c2cccs2)cs1)c1ccc(Cl)cc1	7	-0.1	-5	2.6	8	11	6	-6	4
CCN(CC)S(=O)(=O)c1ccc(C(=O)NNC(=O)C2CCN(S(=O)(=O)c3ccc(Cl)cc3)CC2)cc1	5	0.0	0	1.7	-3	-1	-3	10	-3
O=C(NCc1ccc(F)cc1)c1cc2ccccn2n1	-3	0.0	1	2.5	-4	-6	-1	-10	-13
C=CCn1c(SCC(=O)Nc2cc(C)c(Cl)cc2OC)nnc1-c1ccco1	3	0.0	-1	2.2	-9	3	6	-2	0
CCOC(=O)c1cnn(-c2ccc([N+](=O)[O-])cc2)c1N	-3	-0.1	-4	-1.5	0	10	0	-1	-1
CC1N(O)C(C)(C)C(c2ccccc2)=[N+]1[O-] (centres undefined)	5	0.2	-1	1.0	10	-7	-2	5	-2
NC(=O)CN1CCN(CCN2C(=O)c3cccc4cccc(c34)C2=O)CC1	1	0.0	-4	1.1	3	-4	-4	18	3
COc1ccc2oc(C(=O)N3CCc4ccccc43)c(C)c2c1	0	0.2	0	0.5	-3	0	2	16	1
Cc1nnc2ccc(-c3cccc(NC(=O)Cc4cccs4)c3)nn12	-49	-0.1	2	0.0	-12	9	13	-7	2
CCN(CC)S(=O)(=O)c1cccc(-c2nnc(SCCCC(=O)c3ccc(F)cc3)o2)c1	7	0.0	-2	1.2	-1	1	2	14	1
N=C1CCCN1CC(=O)c1ccc(Br)cc1	1	0.1	1	-2.0	-6	7	-1	3	5
O=C(NC1CCCCC1)c1ccc(CS(=O)Cc2ccc(Cl)cc2)o1 (centres undefined)	-9	-0.2	-1	-0.5	9	8	-1	8	3
O=C(O)c1cscn1	-8	0.1	1	2.0	-8	-13	-2	-10	0
COc1cc(CCC(=O)NCCc2ccc(F)cc2)cc(OC)c1OC	6	1.1	0	0.6	7	-9	0	-12	4
COc1ccnc(Oc2ccc(C)cc2)c1C#N	-5	0.0	-1	2.0	23	5	0	-25	-6
O=C(COc1ccccc1)NCCn1ccc2ccccc21	0	0.0	8	3.7	-10	8	-2	1	-1
Cn1c(=O)c2c(nc(SCCN3CCOCC3)n2Cc2ccccc2)n(C)c1=O	-2	0.0	-1	0.1	-7	7	-2	12	0
O=C(CSc1nnnn1-c1ccc2c(c1)OCCO2)Nc1nc2c(s1)CCCC2	5	0.0	-1	3.9	-4	-6	0	-5	0
NC(=O)CC(NC(=O)Cc1cccc2ccccc12)c1ccc(NCc2ccc(F)c(F)c2)c([N+](=O)[O-])c1 (centres undefined)	15	-0.1	4	2.0	-11	-3	9	-8	3
Cc1cc(C)cc(C(=O)N(C)C2CCCN(Cc3ccccc3F)C2)c1 (centres undefined)	5	0.0	-3	1.9	12	-14	-1	-11	-3
O=C(NC(=O)N1CCCCC1)c1ccccc1	-3	0.0	1	-0.4	3	-10	-2	1	0
O=C(CCc1nc(-c2ccc(Cl)cc2)no1)NCc1ccccc1CN1CCOCC1	nt	-0.2	nt	0.1	7	nt	3	3	nt
Cc1cc(C)c(NC(=O)CN(C)C(=O)c2ccc(OCc3ccccc3)cc2)c(C)c1	nt	-0.1	nt	2.6	-2	nt	-2	1	nt
CCOc1ccccc1N1CC(C(=O)NCCOc2ccccc2OC)CC1=O (centres undefined)	6	0.1	0	3.6	10	-1	-1	3	0
c1cnc2c(c1)ncc1cscc12	3	-0.1	-3	-0.9	-3	3	-2	-8	-2
CC1(C)NC(=O)N(CC(O)COC2CCCCC2)C1=O (centres undefined)	0	-0.1	-1	0.5	9	2	-2	13	14
CC(C)n1nc(C(=O)OCC(=O)c2c[nH]c3ccccc23)c2ccccc2c1=O	0	-0.1	2	3.9	14	-2	2	2	-1
CN(C/C(O)=C(\C#N)c1ccccc1)C1CCCCC1	0	0.0	1	0.1	-7	9	-5	5	-2
CC(C)(O)CNC(=O)Nc1ccc(Cl)c(Cl)c1	-1	0.1	2	1.1	-7	-10	-4	3	-1
Cc1ccc(S(=O)(=O)N/N=C/C(C)(C)CO)cc1	-5	-0.1	0	2.2	-30	1	-3	-8	-5
COC(=O)CCC(=O)NN1C(=O)c2ccccc2C1=O	1	0.4	1	1.3	17	-17	4	-8	-7
Cc1ccccc1-c1cc(C(=O)n2cccn2)c2cc(Cl)ccc2n1	3	-0.1	3	-2.6	2	3	-5	4	-1
COc1ccc([C@H]2CC(=O)C=C(/C=C/c3ccc(Cl)cc3)C2)cc1	nt	-0.3	nt	-0.8	-16	nt	-5	0	nt
COc1ccc(C(NC(=O)c2ccco2)c2ccc(OC)c(OC)c2)cc1 (centres undefined)	-2	0.0	-4	0.5	13	1	0	-30	-7
O=C(CNS(=O)(=O)c1ccc(F)c(Cl)c1)NCCc1ccccc1	7	-0.1	2	0.5	-4	-7	-4	-4	1
Oc1ccc(N=Nc2ccc3c(c2)OCCO3)c(O)c1	-7	0.4	3	5.2	11	-12	1	-2	8
c1ccc2c(N3CCCCC3)ncnc2c1	0	0.0	-3	-0.6	7	-8	4	-12	0
Cc1c(NC(=O)C(C)OC(=O)c2cccnc2Cl)c(=O)n(-c2ccccc2)n1C (centres undefined)	nt	0.1	nt	-0.4	3	nt	-4	6	nt
CCOC(=O)C(CC)(CC)C(=O)/C=C/c1ccc(Br)cc1	-2	0.1	0	2.3	2	-4	-7	16	0
CCOC(=O)C1CCN(C(c2cc(OC)c(OC)c(OC)c2)c2sc3nc(C)nn3c2O)CC1 (centres undefined)	15	-0.1	-3	2.1	13	-7	-2	-18	-2
COc1ccc2oc(C(=O)OCC(=O)Nc3ccc(N4CCOCC4)cc3)c(C)c2c1	4	0.0	2	-1.4	4	-16	-1	-5	8
COc1cccc2cc(-c3cc(=O)oc4ccc(O)cc34)oc12	13	0.1	0	3.4	14	4	1	-23	5
Cc1ccc(S(=O)(=O)Nc2ccc3nc(-c4cccn4C)[nH]c3c2)cc1	-6	0.0	-3	4.1	-16	12	4	0	1
CCC(CO)Oc1cc(NCc2ccccc2F)c2ncn(C(C)C)c2c1 (centres undefined)	nt	0.0	nt	-1.0	35	nt	3	-2	nt
NS(=O)(=O)c1ccc2nc(NC(=O)CS(=O)(=O)c3ccc(F)cc3)sc2c1	-1	0.1	1	1.1	12	-17	4	-5	4
COC(=O)Cc1ccc(NC(=S)N2CCN(c3ccc(F)cc3)CC2)cc1	-2	-0.1	20	1.3	7	10	-1	5	2
Cc1nc2cc(-c3ccccc3)ccc2o1	-4	0.0	-3	1.4	-22	-1	-2	14	-2
CCOC(=O)C1CCCN(C(=S)NC2CCCCC2)C1 (centres undefined)	-4	0.1	-2	0.7	10	-3	-1	-7	-3
COC(=O)c1cc(C(=O)OC)n(Cc2ccc(C)cc2)c1C	-1	-0.1	0	-1.6	-1	1	-2	8	5
COc1cc(OC)cc(-c2cc(N3C(=O)Nc4ccccc4N3O)n[nH]2)c1	1	-0.1	-1	0.6	-2	-1	0	6	4
CCc1nc(SCC(=O)c2cc(C)ccc2C)n[nH]1	-4	-0.1	1	0.3	6	5	-3	-13	-1
Cc1ccccc1-n1c(C)nnc1SC(C)C(=O)NCC1CCCO1 (centres undefined)	nt	0.1	nt	-1.4	5	nt	-4	17	nt
CC(=O)N(CCOc1ccccc1)CCOc1ccccc1	0	0.2	1	-2.7	-14	-6	0	2	1
Cc1ccc(NC(=S)N2CCN(c3nccc(C(F)(F)F)n3)CC2)c(C)c1	4	0.4	5	-2.3	7	-9	2	-4	4
O=C(CCc1ccccc1)Nc1ncc([N+](=O)[O-])s1	2	-0.1	-3	0.3	14	-2	-2	-5	4
O=C(CO/N=C/c1ccccc1Cl)N1CCCc2ccccc21	13	0.0	1	4.5	15	4	7	-4	0
COc1ccccc1C1=Nn2c(COc3ccccc3)nnc2SC1	5	0.5	3	3.3	-7	-4	1	-6	-2
CC(C)CC(NC(=O)CC12CC3CC(CC(C3)C1)C2)C(=O)NC1=NCCS1 (centres undefined)	-3	0.1	-3	-0.4	8	0	-3	5	5
CC(=O)Nc1ccc(NS(=O)(=O)c2ccc(C)cc2)c([N+](=O)[O-])c1	0	0.0	-2	-1.0	-9	-9	-10	-4	-6
COC(=O)c1c(C)oc2ccc(N(C(=O)c3ccncc3)S(=O)(=O)c3ccc4ccccc4c3)cc12	11	-0.4	-8	1.3	17	14	4	-1	1

Another view of 15 compounds above:
compound,HCV core dimer,Efflux pump inh,TPT1 inhibitor,PP5 inh,PREPL inh,EBNA-1 inh,PP1 counter,ZTA counter,CTSL1 counter
Cc1ccc(S(=O)(=O)Nc2ccc3nc(-c4cccn4C)[nH]c3c2)cc1,-6,0.0,-3,4.1,-16,12,4,0,1
CCC(CO)Oc1cc(NCc2ccccc2F)c2ncn(C(C)C)c2c1 (centres undefined),nt,0.0,nt,-1.0,35,nt,3,-2,nt
NS(=O)(=O)c1ccc2nc(NC(=O)CS(=O)(=O)c3ccc(F)cc3)sc2c1,-1,0.1,1,1.1,12,-17,4,-5,4
COC(=O)Cc1ccc(NC(=S)N2CCN(c3ccc(F)cc3)CC2)cc1,-2,-0.1,20,1.3,7,10,-1,5,2
Cc1nc2cc(-c3ccccc3)ccc2o1,-4,0.0,-3,1.4,-22,-1,-2,14,-2
CCOC(=O)C1CCCN(C(=S)NC2CCCCC2)C1 (centres undefined),-4,0.1,-2,0.7,10,-3,-1,-7,-3
COC(=O)c1cc(C(=O)OC)n(Cc2ccc(C)cc2)c1C,-1,-0.1,0,-1.6,-1,1,-2,8,5
COc1cc(OC)cc(-c2cc(N3C(=O)Nc4ccccc4N3O)n[nH]2)c1,1,-0.1,-1,0.6,-2,-1,0,6,4
CCc1nc(SCC(=O)c2cc(C)ccc2C)n[nH]1,-4,-0.1,1,0.3,6,5,-3,-13,-1
Cc1ccccc1-n1c(C)nnc1SC(C)C(=O)NCC1CCCO1 (centres undefined),nt,0.1,nt,-1.4,5,nt,-4,17,nt
CC(=O)N(CCOc1ccccc1)CCOc1ccccc1,0,0.2,1,-2.7,-14,-6,0,2,1
Cc1ccc(NC(=S)N2CCN(c3nccc(C(F)(F)F)n3)CC2)c(C)c1,4,0.4,5,-2.3,7,-9,2,-4,4
O=C(CCc1ccccc1)Nc1ncc([N+](=O)[O-])s1,2,-0.1,-3,0.3,14,-2,-2,-5,4
O=C(CO/N=C/c1ccccc1Cl)N1CCCc2ccccc21,13,0.0,1,4.5,15,4,7,-4,0
COc1ccccc1C1=Nn2c(COc3ccccc3)nnc2SC1,5,0.5,3,3.3,-7,-4,1,-6,-2
